# Pyk2 oligo antag = Pyk2 (human) oligomerization antagonism; Q14289; Q293 cells, Pyk2 FERM NanoBiT luminescence; active compounds read low; z-score (the deposit names both 25 µM and 10 µM); 99,000 compounds, 0.83% hits;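 active = Z-score of -3 or lower, scaled per plate to the spread of control and sample wells; inactive = z-score above -3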;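 also: negative z-score means lost luminescence so less FERM oligomerization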
# Target sequence (Q14289 whole entry, looked up): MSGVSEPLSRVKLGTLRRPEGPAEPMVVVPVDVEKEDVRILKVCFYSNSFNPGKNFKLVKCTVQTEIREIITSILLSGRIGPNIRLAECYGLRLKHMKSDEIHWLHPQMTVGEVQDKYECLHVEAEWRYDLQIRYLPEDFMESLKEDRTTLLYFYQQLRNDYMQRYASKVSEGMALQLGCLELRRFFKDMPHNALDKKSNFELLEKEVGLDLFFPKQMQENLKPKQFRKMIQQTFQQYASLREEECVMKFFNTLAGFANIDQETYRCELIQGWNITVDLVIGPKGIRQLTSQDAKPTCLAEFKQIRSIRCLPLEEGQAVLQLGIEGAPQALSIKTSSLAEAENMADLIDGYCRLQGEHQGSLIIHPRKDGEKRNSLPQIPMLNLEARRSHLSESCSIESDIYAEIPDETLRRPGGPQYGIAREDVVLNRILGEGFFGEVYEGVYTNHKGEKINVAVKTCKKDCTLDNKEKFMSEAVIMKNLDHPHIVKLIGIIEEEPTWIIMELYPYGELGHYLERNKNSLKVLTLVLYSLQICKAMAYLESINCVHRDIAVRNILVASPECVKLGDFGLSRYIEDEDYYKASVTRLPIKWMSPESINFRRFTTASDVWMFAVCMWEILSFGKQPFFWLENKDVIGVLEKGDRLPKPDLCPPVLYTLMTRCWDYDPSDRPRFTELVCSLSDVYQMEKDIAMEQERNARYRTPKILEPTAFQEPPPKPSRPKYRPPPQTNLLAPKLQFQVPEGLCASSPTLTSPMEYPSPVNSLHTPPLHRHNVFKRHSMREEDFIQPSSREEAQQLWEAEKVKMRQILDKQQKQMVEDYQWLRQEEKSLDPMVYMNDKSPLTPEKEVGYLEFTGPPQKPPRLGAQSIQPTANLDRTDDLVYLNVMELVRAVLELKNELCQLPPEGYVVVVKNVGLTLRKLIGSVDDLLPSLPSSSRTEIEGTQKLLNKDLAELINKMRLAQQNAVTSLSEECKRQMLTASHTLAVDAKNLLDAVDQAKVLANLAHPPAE
# Starred values were filed as active, the others as inactive. This is a subset. The share of hits here may be higher or lower than overall.
SMILES,Pyk2 oligo antag
CC(=O)NC(Cc1cccc(C)c1)C(=O)NC1CCN(c2ncccc2[N+](=O)[O-])CC1 (stereo unspecified),0.53
Cc1cccc(Nc2nnc(SC/C(O)=C(\C#N)c3nc4ccccc4[nH]3)s2)c1C,-0.16
COC(=O)Nc1ccc(OCC(=O)N2CCOCC2)cc1,0.31
CCC(C(=O)N1CCc2ccccc2C1)n1nc(C)n2c(cc3occc32)c1=O (stereo unspecified),-1
FC(F)(F)c1cccc(OCCN2CCN(Cc3ccccc3)CC2)c1,1.6
COc1ccc(C)cc1NC(=O)C(=O)NNC(=O)c1ccco1,0.33
Cc1ccccc1C(=O)NC(C(=O)Nc1nc2c(s1)CCCC2)C(C)C (stereo unspecified),-1.3
Cc1ccc(CNC(=O)CSc2ccc(-c3cccs3)nn2)cc1,0.59
Cc1cc(C)nc(SCC(=O)n2c3c(c4ccccc42)CCCC3)n1,0.81
COc1ccccc1-c1nnc2sc(-c3ccc(N(C)C)cc3)nn12,-3.4*
O=C(N/N=C/c1cccc(OC(=O)c2ccc3c(c2)OCO3)c1)c1cncc(Br)c1,0.99
O=C1NC(=S)S/C1=C\c1ccc(SCc2ccco2)o1,0.01
Cc1cccc2cc(CN(CCN(C)C)C(=S)Nc3ccccc3)c(=O)[nH]c12,-0.69
O=C(NCCSCc1c(F)cccc1Cl)c1ccc(CN2CCOCC2)cc1,0.41
O=C(/C=C/NCC(=O)c1ccccc1)c1ccc(Br)cc1,-0.09

# In the list so far, two have an aryl methoxy group.
SMILES,Pyk2 oligo antag
COc1ccc(C)cc1NC(=O)C(=O)NNC(=O)c1ccco1,0.33
COc1ccccc1-c1nnc2sc(-c3ccc(N(C)C)cc3)nn12,-3.4*

# (listing goes on)
SMILES,Pyk2 oligo antag
Cc1c(/C=N\NC(=O)C2(C)CC2(Cl)Cl)cnn1C (stereo unspecified),0.34
Clc1ccc(-c2cc(CSc3cccc(Cl)c3)on2)cc1,1.5
CCc1ccc(/C=N\NC(=O)c2ccc(Br)o2)s1,0.73
CCC(C)[C@H](NC(=O)Nc1ccc(S(N)(=O)=O)cc1)C(=O)O (stereo partly specified),0.1
COc1ccc(N2C(=O)CSC2c2ccc3c(c2)OCO3)c(OC)c1 (stereo unspecified),-0.09
CC1CC(C)(C)NC(=S)N1CCCC(=O)N1CCN(c2ccccc2F)CC1 (stereo unspecified),0.29
Cc1cc(C)cc(C(=O)NCC(=O)OCc2c(C)noc2C)c1,-0.28
CN1CCc2nc(SCC(=O)Nc3ccc(OC(F)(F)F)cc3)c(C#N)c(-c3cccs3)c2C1,-1.3
O=C(N/N=C/c1ccc(OCc2ccccc2)cc1)c1cc[n+](Cc2ccccc2)cc1,0.36
Cc1[nH]nc(SCC(=O)NCc2ccc(F)cc2)c1[N+](=O)[O-],2.1
Cc1ccc2nc(NCc3ccccc3)c(C=O)c(=O)n2c1,0.74
CN1CCCN(Cc2ccccc2C(F)(F)F)CC1,0
O=C(CSc1nc2ccsc2c(=O)n1Cc1ccc(C(=O)O)cc1)NCc1ccco1,-0.55
Cc1ccc(/C=N/Nc2nc3ccccc3[nH]2)s1,-2.2
O=C(COC(=O)CNS(=O)(=O)c1ccc(F)c(F)c1F)Nc1ccc(OC(F)F)cc1,0.77
O=C(N/C(=C\c1ccccc1)C(=O)N1CCN(CCO)CC1)c1ccccc1,0.28
COc1ccc(OCCOc2ccc(C)nc2[N+](=O)[O-])cc1,0.65
O=C(c1noc2c1CCCC2)N1CCCCC1,0.49
Cc1nc2ccc(NC(=O)c3nn(C(C)C)c(=O)c4ccccc34)cc2s1,-0.85
CCC(=O)NC1(C(F)(F)F)C(=O)Nc2c1c(=O)n(C)c(=O)n2C (stereo unspecified),-0.36
Cc1ccc(S(=O)(=O)NNC(=O)C(O)(c2ccccc2)c2ccccc2)cc1,0.06
CCOc1ccc(/C=C2\SC(=O)N(CCNC(=O)C3COc4ccccc4O3)C2=O)cc1OC (stereo unspecified),-1.6
O=[N+]([O-])c1ccc(NC2CCCC2)cc1,-0.73
O=S(=O)(N/N=C/c1cccc(OC2CSC2)c1)c1ccccc1,-0.12
Cn1c(=O)c2c(nc(CN3CCC(Cc4ccccc4)CC3)n2CCN2CCOCC2)n(C)c1=O,0.59
C=CCN(CC=C)CC(O)CN(c1cc([N+](=O)[O-])ccc1OC)S(=O)(=O)c1ccccc1 (stereo unspecified),-0.42
Cc1cc(OCCN2CCCC2)ccc1[N+](=O)[O-],0.67
COc1ccc(C2C=C(C34CC5CC(CC(C5)C3)C4)NC(=S)N2)cc1OC (stereo unspecified),-0.53
Cc1cc(C)c[n+](-c2nc3ccccc3nc2[N-]S(=O)(=O)c2ccc(Cl)cc2)c1,-0.15
COc1ccc2oc(-c3ccc(NC(=O)c4ccc(N5CCOCC5)c([N+](=O)[O-])c4)cc3)nc2c1,-1.6
Cc1cc([N+](=O)[O-])ccc1NC1CCCC1,0.61
CC(=O)CSc1nc(C(F)(F)F)cc(=O)n1-c1ccccc1,0.49
COc1ccc2cc(C3(C)NC(=O)N(CC(=O)Nc4c(C)n(C)n(-c5ccccc5)c4=O)C3=O)ccc2c1 (stereo unspecified),1.2
O=C1OC(Cc2ccccn2)C(=O)C1=C1SCCS1 (stereo unspecified),0.18
CC(=O)OC[C@H]1O[C@@H](Sc2cccc3cccnc23)[C@H](OC(C)=O)[C@@H](OC(C)=O)[C@H]1OC(C)=O,0.3
O=C(CN1C(=O)/C(=C\c2ccc(F)cc2)Oc2ccccc21)N1CCN(c2ccccn2)CC1,0.99
COc1ccc(-c2nc3n(n2)C(=O)CC(c2ccco2)S3)cc1 (stereo unspecified),0.53
Cc1ccc(C(=O)C2C(c3ccc(-c4ccccc4[N+](=O)[O-])o3)NC(=O)NC2(O)C(F)(F)F)cc1 (stereo unspecified),0.24
Cc1cccc(-n2cc(-c3ccc([N+](=O)[O-])cc3)[nH]c2=S)c1,0.04
OCCNc1nc(OCC(F)(F)F)nc(N2CCN(C34CC5CC(CC(C5)C3)C4)CC2)n1,0.11
COc1ccc(-c2coc3cc4oc(=O)cc(-c5ccccc5)c4cc23)cc1F,-0.72
Cc1cc(Cl)ccc1N1C(=O)CC(NNC(=O)c2cccnc2)C1=O (stereo unspecified),2
COc1ccc(NC(=O)[C@@H](NC(=O)c2ccccc2)C(C)C)cc1S(=O)(=O)N1CCCCC1,-0.52
O=C1N=C(N2CCc3ccccc3C2)S/C1=C\c1cccc(O)c1,-0.9
COC(=O)c1ccc(NN=Nc2ccc(C)cc2)cc1,0.49

# Filtered by structure: the compounds so far with a Cl atom (5)
SMILES,Pyk2 oligo antag
O=C(NCCSCc1c(F)cccc1Cl)c1ccc(CN2CCOCC2)cc1,0.41
Cc1c(/C=N\NC(=O)C2(C)CC2(Cl)Cl)cnn1C (stereo unspecified),0.34
Clc1ccc(-c2cc(CSc3cccc(Cl)c3)on2)cc1,1.5
Cc1cc(C)c[n+](-c2nc3ccccc3nc2[N-]S(=O)(=O)c2ccc(Cl)cc2)c1,-0.15
Cc1cc(Cl)ccc1N1C(=O)CC(NNC(=O)c2cccnc2)C1=O (stereo unspecified),2

# Following part
SMILES,Pyk2 oligo antag
O=S(=O)(NCCc1ccccc1)c1ccc(Cl)nc1,2
COc1ccc(C(C)NC(=S)NC2CCCC2)cc1OC (stereo unspecified),0.56
CCc1nc(SCC(=O)NNC(=O)C(C)C)c2ccccc2n1,0.54
O=C(CSc1nc(O)c(C2CCCCC2)c(=O)[nH]1)Nc1ccc(Cl)cc1,-1.4
Cc1ccn2c(Nc3ccc4c(c3)OCO4)c(-c3ccccn3)nc2c1,0.26
O=C(COc1ccccc1)Nc1ccc([N+](=O)[O-])cc1,0.72
CCCCN(C(=O)c1cc2ccccc2o1)c1c(N)n(CC(C)C)c(=O)[nH]c1=O,0.11
CCOc1ccc(/C=N/NC(=O)c2nnn(-c3nonc3N)c2-c2ccc(OCC)cc2)cc1,0.22
Cc1ccc(F)cc1NC(=O)Cc1ncc(C(F)(F)F)cc1Cl,0.71
Cc1cccc(C(=O)N2CC3(C)CC2CC(C)(C)C3)c1 (stereo unspecified),1.5
NC(N)=NS(=O)(=O)c1ccc(NC(=S)NC(=O)c2sc3ccccc3c2Cl)cc1,0.7
Cc1cccc(OCCCn2c(CCNC(=O)C(C)C)nc3ccccc32)c1,1.2
O=S(=O)(NCC1CCCO1)c1cc(Br)c(Br)s1 (stereo unspecified),-1.7
C=CCNC(=O)CN1C2CCCC1CC(NC(=O)c1ccccc1C)C2 (stereo unspecified),0.03
O=C(Nc1ccccc1)c1ccc[n+](Cc2ccc([N+](=O)[O-])cc2)c1,0.15

# 3 records picked at random from the list so far, as already listed:
SMILES,Pyk2 oligo antag
Cc1ccc(F)cc1NC(=O)Cc1ncc(C(F)(F)F)cc1Cl,0.71
NC(N)=NS(=O)(=O)c1ccc(NC(=S)NC(=O)c2sc3ccccc3c2Cl)cc1,0.7
O=S(=O)(NCCc1ccccc1)c1ccc(Cl)nc1,2

# Later entries.
SMILES,Pyk2 oligo antag
COc1ccc(S(=O)(=O)N2CCCN(S(=O)(=O)c3ccc(OC)cc3C)CC2)c(C)c1,-1.5
CCN(CC)c1ccc(/C=N/NC(=O)Cc2cccs2)cc1,-0.59
Cn1ncc(Cl)c1C(=O)N/N=C/c1ccccn1,0.58
CCC(c1ccccc1)c1nc(-c2cccnc2)no1 (stereo unspecified),-0.89
Cc1ccccc1Cn1cnc2c([N+](=O)[O-])c(C)c(C)cc21,-0.92
Cc1cc(Cl)ccc1NC(=S)N1CCN(Cc2ccc3c(c2)OCO3)CC1,0.52
COc1ccc(-c2cc(C(F)(F)F)nc(SCC(=O)NCc3cnn(C)c3C)n2)cc1OC,0.18
C/C(=N/OCO/N=C(\C)c1ccccc1F)c1ccccc1F,-2.8
C/C(=N\NC(=O)c1ccccc1[N+](=O)[O-])c1c(O)cc(C)oc1=O,-0.11
O=C(O)c1cccc(COc2ccc(CO)cc2Cl)c1,0.39
O=C(NC1CCCCC1)C(c1ccc(F)cc1)N(Cc1cccs1)C(=O)CN1C(=O)c2ccccc2S1(=O)=O (stereo unspecified),0.2
C/C(=N\OCC(=O)Nc1ccc(F)c(F)c1F)c1cc2ccccc2o1,-0.02
CCc1nn(C(C)C(=O)NCCN2CCN(c3cccc(C)c3C)CC2)c(=O)c2cc3occc3n12 (stereo unspecified),0.6
Cc1ccc(NC(=O)CC2C(=O)N(Cc3ccccc3)C(=S)N2NC(=O)c2cccc(F)c2)c(C)c1 (stereo unspecified),-1.1
CCOc1ccccc1OCCN1CCC(Cc2ccccc2)CC1,1.1
Cc1ccc(S(=O)(=O)NCCC(=O)NCCN2CCCCCC2)cc1,0.2
COc1ccc(CCN2C(=O)NC(NC(=O)CC(C)C)(C(F)(F)F)C2=O)cc1OC (stereo unspecified),0.63
Cc1ccccc1N=C1N=C(N)c2ccccc21,0.87
COc1ccc(CCNC(=O)C(C(=O)c2ccccc2)n2ccccc2=O)cc1OC (stereo unspecified),0.76
C=CCN(CC=C)CCOc1cccc2ccccc12,0.8
Cc1ccc(C(=O)NCC(=O)OCC(=O)Nc2ccc(Cl)cc2C(F)(F)F)cc1C,0.59

# Assay outcomes from PubChem BioAssay.
